Peg3 prom inh = reduces Peg3 promoter-driven luciferase expression in HeLa. HeLa PEG-Prom luciferase reporter, luminescence, overnight. inhibition, % at 20 µM. actives 1.7% (n = 360,000). AID 588405;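 active means inhibition of at least 50% at 20 µM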
NR2E3 ag-1 = human photoreceptor-specific nuclear receptor agonism. Q9Y5X4. CHO-S Gal4-NCOR/VP16-NR2E3 two-hybrid, luciferase. inhibition of corepressor binding, % at 3.98 µM. actives 0.35% (n = 360,000). AID 602229;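 active means inhibition above the mean of all tested compounds plus 3 SD, cut at about 70% in these data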;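 further: 0% = DMSO with NR2E3 transfected cells and 100% = cells lacking NR2E3 construct; higher means lower luciferase signal from less NR2E3 corepressor binding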
Target sequence (Q9Y5X4 whole entry, looked up, the tested form may be a part): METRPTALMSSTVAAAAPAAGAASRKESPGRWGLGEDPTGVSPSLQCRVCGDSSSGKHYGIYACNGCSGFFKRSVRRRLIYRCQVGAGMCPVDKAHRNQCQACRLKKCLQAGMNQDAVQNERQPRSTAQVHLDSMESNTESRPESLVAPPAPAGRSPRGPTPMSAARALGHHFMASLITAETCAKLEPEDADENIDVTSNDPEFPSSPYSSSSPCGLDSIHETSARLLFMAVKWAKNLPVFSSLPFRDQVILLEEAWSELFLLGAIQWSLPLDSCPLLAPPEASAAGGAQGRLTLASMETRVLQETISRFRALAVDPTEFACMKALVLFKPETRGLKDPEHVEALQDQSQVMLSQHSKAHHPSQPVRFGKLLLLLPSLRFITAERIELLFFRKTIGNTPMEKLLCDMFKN
NR2E3 ag-2 = NR2E3 (human) agonism. Q9Y5X4. inhibition of corepressor binding, % at 4.78 µM. actives 0.12% (n = 320,000). GST-NR2E3/biotin-RetCOR TR-FRET, 1536-well. AID 2300;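 active means percent inhibition above the cutoff of mean plus 3 SD of all tested compounds, set per screening campaign, cut at about 20% in these data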;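 further: 0% = DMSO wells and 100% = biotin wells as full block of FRET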
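Material: NR2E3–RetCOR corepressor complex / Amount: 1.35 nM GST-NR2E3 / Medium: Tris pH 7.5 / Compound: single nominal compound dose of 4.8 µM / Incubation: 5 h at 4 °C / Technique: TR-FRET, Eu(K)-anti-GST donor, streptavidin-D2 acceptor, ex 340, em 617/671 nm / Read-out basis: percent loss of FRET ratio relative to control wells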
Vif inh = HIV Vif inhibition; actives 0.35% (n = 340,000); HEK293T cells, Vif self-association by quenched fluorescence, imaging, 24 h; AID 602346; inhibition, % at 7.49 µM; in the data active means inhibition above about 50%, passing the limit was not always enough; inconclusive means no clear call, values can overlap the other calls; inactive means below about 31%; further: some results filed as inactive read as strong as hits
PDI inh = inhibitors of human protein disulfide isomerase | PDI insulin aggregation turbidity, A650, 90 min | inhibition, % at 10 µM | actives 0.052% (n = 350,000) | AID 588391;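 active means mean inhibition across replicates of 30% or more, whatever share of single replicates reach that level; inconclusive means mean inhibition below 30% while every single replicate reaches 30%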;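 further: absorbance from insulin aggregation driven by PDI reduction with DTT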
Target sequence (P07237 whole entry, looked up): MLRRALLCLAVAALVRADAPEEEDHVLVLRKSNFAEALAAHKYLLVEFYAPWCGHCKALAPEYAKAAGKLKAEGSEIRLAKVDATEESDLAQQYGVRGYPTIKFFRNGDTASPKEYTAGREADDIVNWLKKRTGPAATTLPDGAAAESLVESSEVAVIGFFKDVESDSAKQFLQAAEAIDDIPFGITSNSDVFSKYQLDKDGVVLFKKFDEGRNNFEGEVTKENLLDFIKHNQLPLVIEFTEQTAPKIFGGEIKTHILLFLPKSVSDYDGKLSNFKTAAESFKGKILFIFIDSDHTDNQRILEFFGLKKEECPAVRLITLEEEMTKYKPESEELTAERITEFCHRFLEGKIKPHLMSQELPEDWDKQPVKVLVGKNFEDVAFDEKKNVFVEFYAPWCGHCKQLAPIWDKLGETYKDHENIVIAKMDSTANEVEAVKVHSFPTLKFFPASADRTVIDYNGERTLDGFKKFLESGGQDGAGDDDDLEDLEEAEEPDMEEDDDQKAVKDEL
KKLEB cytotox = reduces viability of KKLEB cystic fibrosis airway cells; KKLEB CF airway cells viability, ATPlite luminescence, overnight; stronger effect = lower value; cells stimulated with P. aeruginosa culture filtrate; activity change (cytotoxicity), % at 5 µM; actives 0.36% (n = 360,000);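 active means corrected activity change at or below -50% at 5 µM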
HIF-2a inh = inhibitors of HIF-2a | 786-0 RCC cells HIF-2a reporter, luciferase luminescence, overnight | inhibition, % at 18.8 µM | actives 0.72% (n = 360,000);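 active means inhibition of the luminescence signal of 40% or more relative to plate controls, in a single-dose primary screen at 18.75 µM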
CF NFkB inh = inhibitors of cystic fibrosis induced NF-kB; inhibition, % at 5 µM; KKLEB NF-kB-GFP reporter, PAF-induced, GFP fluorescence overnight; actives 0.86% (n = 360,000);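 active means at least 50% inhibition at 5 µM, scaled per plate between neutral and stimulator controls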;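 further: PAF is a Pseudomonas aeruginosa culture filtrate used as stimulus; plate controls were PAF-stimulated DMSO wells for no effect and unstimulated DMSO wells for full effect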
CaV13 ICDI inh = Disruptors of the CACNA1D IQ motif to Ca2+-dependent inactivation inhibitor domain association, primary screening, Förster resonance energy transfer in intact living … | HEK cells, CFP/YFP FRET ICDI-IQ, plate reader, 10 min; percent FRET-ratio fall versus neutral wells | inhibition, % at 12.3 µM | actives 0.098% (n = 340,000) | AID 743397;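 active means mean replicate inhibition of at least 30% and at least 1% of replicates passing that level; inconclusive means only one of the two criteria is met; inactive means neither criterion is met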;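 further: 0% = median of the neutral control wells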
TRPM1 prom inh = reduces MITF-dependent TRPM1 promoter luciferase signal; AID 488899; inhibition, % at 12.5 µM; SK-MEL-5 TRPM1 promoter luciferase, 24 h; actives 0.83% (n = 330,000);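 active means mean inhibition across replicates of 60% or more, whatever share of single replicates reaches that level; inconclusive means some that reach 60%, reason not given; inactive means mean inhibition across replicates below 60%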; further: values of inactives mirror those of a sister screen read the other way
Shn3 inh set2 = inhibitors of Schnurri-3 3'UTR reporter in osteoblasts; Clone20 osteoblast Shn3 3'UTR firefly luciferase, 24 h; inhibition, % at 12.5 µM; actives 0.52% (n = 360,000);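 active means mean inhibition of at least 75% with every replicate also reaching 75%; inconclusive means mean inhibition at least 75% but some replicate below; inactive means mean inhibition below 75%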;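 further: 0% = median of neutral control wells and 100% = pilot-screen positive control compound; some compounds past the cut are filed as inactive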
The depositor's hits bear a star; ? = inconclusive; / = no result given.

SMILES | TRPM1 prom inh | NR2E3 ag-2 | Peg3 prom inh | CF NFkB inh | Shn3 inh set2 | HIF-2a inh | CaV13 ICDI inh | KKLEB cytotox | Vif inh | NR2E3 ag-1 | PDI inh
O=C(Nc1ccc2c(c1)OCCO2)c1c(F)cccc1F | -90.2 | -1.4 | -199.3 | 12.3 | -71.0 | -240.3 | -4.3 | 6.8 | -4.9 | -108.9 | -0.9
CCn1c(SCC(=O)N2CCN(c3ccc(F)cc3)CC2)nnc1-c1ccncc1 | 16.8 | / | 15.8 | -7.0 | -21.5 | 5.4 | -8.7 | -1.7 | 0.1 | 10.0 | -0.3
O=C(COc1cc(Cl)ccc1Cl)Nc1nnc(CC(=O)N2CCOCC2)s1 | 12.1 | 0.3 | 3.6 | 13.2 | 16.5 | 7.7 | -4.4 | -15.8 | 9.0 | -5.7 | -4.6
COc1ccc(CCNc2ncccc2C#N)cc1OC | -75.6 | -3.2 | -228.2 | 3.8 | -63.1 | -215.4 | -2.8 | 1.6 | -2.1 | -75.0 | -12.7
COC(=O)CSc1nc2c(c(=O)n(C)c(=O)n2C)n1CCCc1ccccc1 | 7.6 | -2.9 | 13.9 | -14.9 | 8.5 | 24.6 | / | -0.6 | -5.6 | 4.7 | 6.9
CC(Oc1cccnc1[N+](=O)[O-])C(=O)N1CCc2ccccc21 (stereo unspecified) | -3.9 | / | 1.8 | 14.2 | 8.0 | 6.4 | -7.1 | -1.3 | 0.7 | 17.0 | 8.3
CNC(=S)N/N=C/c1cn(CCOc2ccc(OC)cc2)c2ccccc12 | -10.7 | 1.2 | -18.6 | -32.8 | 3.8 | -37.1 | -16.1 | -4.5 | 4.5 | -33.8 | -2.6
CCOc1ccccc1NC(=O)CCS(=O)(=O)c1cccc2nsnc12 | 6.4 | 0.9 | 4.1 | -17.3 | 3.5 | 5.3 | -7.1 | 8.6 | -5.1 | -7.2 | 8.8
O=C(CCN1CCOCC1)NNC(=S)NC(=O)c1ccc(Br)cc1 | 4.8 | 1.8 | -49.5 | -16.7 | -6.1 | -34.1 | 6.3 | 21.9 | -12.8 | -45.7 | -5.1
O=C(O)c1cc(-c2cccc3ccccc23)nc2ccccc12 | 1.9 | 0.5 | -9.8 | 9.2 | 9.7 | 18.0 | -7.0 | 9.5 | 13.8 | -14.4 | -13.3
CNc1ccc(/C=C\CCCO)cn1 | / | / | -79.3 | 12.2 | -55.9 | -114.7 | -4.7 | -5.8 | -13.2 | -24.8 | 12.3
CC(C)Oc1ccc(C(=O)NC2CCCCC2)cc1 | -70.2 | 3.0 | -194.2 | 7.3 | -53.9 | -176.1 | -4.8 | 1.9 | / | -56.4 | -5.6
O=C(OCC(=O)N(Cc1ccccc1)C1CCS(=O)(=O)C1)c1cc2c(s1)CCCC2 (stereo unspecified) | 15.1 | 5.7 | 20.6 | -7.6 | -1.4 | 23.9 | -3.0 | 1.9 | -1.0 | 9.1 | 2.3
CC(=O)/C(N=Nc1cc2c(c([N+](=O)[O-])c1C)C(C)(C)CC2(C)C)=C(\C)O | / | 2.7 | 22.0 | 1.5 | / | 14.5 | -24.4 | -0.4 | -0.2 | -1.4 | -2.4
O=C1Nc2cccnc2Sc2ccccc21 | 5.1 | 0.8 | 9.2 | -2.6 | 12.0 | 8.0 | -8.1 | 3.2 | 13.1 | -15.8 | 3.7
CC(C)Cc1ccc(CN2CCCC(NC(=O)c3ccoc3)C2)cc1 (stereo unspecified) | -0.6 | -0.2 | -3.3 | 6.8 | 19.8 | -1.6 | -3.4 | -5.7 | -6.3 | 35.4 | 6.1
Cn1c(N)c(C(=O)COC(=O)c2ccc(Cl)c(S(=O)(=O)N3CCCC3)c2)c(=O)n(C)c1=O | -0.7 | 2.7 | 13.0 | 18.5 | 7.3 | 22.1 | -1.9 | -6.2 | 2.1 | -1.2 | -5.5
CCN(CC)C(=O)Cn1cc(C(=O)C(=O)N2CCN(c3ccc([N+](=O)[O-])cc3)CC2)c2ccccc21 | 8.1 | 0.1 | 22.9 | 19.7 | 43.4 | 27.9 | -5.5 | 7.4 | -14.2 | -15.4 | -2.2
CCOC(=O)C1=C(C)NC(=O)NC1/C(C)=C/c1ccccc1 (stereo unspecified) | -0.5 | 0.3 | 17.7 | -8.7 | 10.1 | 29.2 | -7.8 | -3.5 | 3.2 | 15.7 | -7.7
CSc1cccc(NC(=S)N(CCCN2CCC(C)CC2)Cc2cccs2)c1 | 2.0 | 3.2 | -2.3 | -23.1 | 20.5 | 14.1 | 6.0 | 13.9 | 3.4 | -3.8 | -1.7

Quoted at random: three compounds from above.
SMILES | TRPM1 prom inh | NR2E3 ag-2 | Peg3 prom inh | CF NFkB inh | Shn3 inh set2 | HIF-2a inh | CaV13 ICDI inh | KKLEB cytotox | Vif inh | NR2E3 ag-1 | PDI inh
O=C1Nc2cccnc2Sc2ccccc21 | 5.1 | 0.8 | 9.2 | -2.6 | 12.0 | 8.0 | -8.1 | 3.2 | 13.1 | -15.8 | 3.7
CCN(CC)C(=O)Cn1cc(C(=O)C(=O)N2CCN(c3ccc([N+](=O)[O-])cc3)CC2)c2ccccc21 | 8.1 | 0.1 | 22.9 | 19.7 | 43.4 | 27.9 | -5.5 | 7.4 | -14.2 | -15.4 | -2.2
CC(C)Oc1ccc(C(=O)NC2CCCCC2)cc1 | -70.2 | 3.0 | -194.2 | 7.3 | -53.9 | -176.1 | -4.8 | 1.9 | / | -56.4 | -5.6

(more compounds)
SMILES | TRPM1 prom inh | NR2E3 ag-2 | Peg3 prom inh | CF NFkB inh | Shn3 inh set2 | HIF-2a inh | CaV13 ICDI inh | KKLEB cytotox | Vif inh | NR2E3 ag-1 | PDI inh
C=CCN(CC=C)Cc1cc(=O)n2c(-c3ccccc3)csc2n1 | 19.0 | -1.2 | 0.8 | -9.4 | 4.3 | -0.2 | -3.4 | 6.5 | 19.6 | -6.0 | 1.7
COc1cc(OC)nc(NC(=O)COC(=O)C2CCCCC2)n1 | 5.3 | -4.7 | 20.6 | -9.7 | 3.1 | -2.0 | -4.5 | -9.2 | -3.3 | -0.1 | -1.4
NNC(=O)c1sc(-c2ccc(Cl)cc2)cc1N | -46.4 | -2.3 | -103.7 | -19.8 | -18.9 | -168.2 | -4.8 | -2.5 | 13.9 | -65.0 | -1.5
COc1ccc(-c2noc(CCC(=O)Nc3cc(Cl)c(OC)cc3OC)n2)cc1 | -65.4 | -2.1 | -104.9 | -8.4 | -26.9 | -156.4 | 0.2 | 4.5 | -13.9 | -58.8 | -6.8
CCCOC(=S)N/C(=N\S(=O)(=O)c1ccccc1)c1ccccc1 | -1.3 | -2.4 | 5.4 | -14.8 | 2.0 | 2.6 | -4.1 | -8.2 | -3.1 | 3.2 | 5.5
CSCCNC(=O)c1ccc2nc(Cc3ccccc3F)oc2c1 | -76.8 | -0.2 | -291.5 | 1.9 | -121.9 | -251.6 | -4.8 | -4.2 | 0.6 | -178.8 | 0.2
CC(=O)Nc1ccc(NC(=S)NC(=O)c2ccc([N+](=O)[O-])c(C)c2)cc1 | -11.4 | 0.7 | -22.2 | -3.4 | 2.4 | -14.3 | -14.5 | 10.5 | 4.3 | -18.8 | 0.4
CCOC(=O)C1=C(C)N(C)C(=S)NC1c1ccc(Cl)cc1 (stereo unspecified) | 2.7 | -3.0 | 13.2 | 10.9 | 7.6 | 15.0 | -19.1 | 1.6 | 0.2 | 7.4 | 3.8
O=C(COC(=O)COc1ccc(Cl)cc1)NC1CCCCC1 | 8.1 | 2.0 | -7.0 | -19.6 | -3.0 | -2.6 | -4.3 | 15.8 | ? | -1.9 | 9.5
O=C1c2cc(O)c(O)cc2S(=O)(=O)C1c1ccccc1 (stereo unspecified) | -5.8 | -0.5 | -2.9 | -25.3 | -15.4 | 10.9 | -5.5 | 1.4 | -0.3 | -36.9 | -0.6
CCOC(=O)c1c(C)[nH]c(C)c1C(=O)COC(=O)c1cccc(C)c1O | -7.3 | 2.0 | -5.8 | 9.4 | 18.4 | 11.3 | -8.1 | -5.7 | -6.3 | 17.1 | -7.5
Cc1csc(SCC(=O)N2CCCC2)n1 | 5.8 | -1.3 | -5.0 | 2.4 | 14.1 | -1.9 | -3.1 | -4.6 | -5.8 | -6.1 | -9.2
N#CCCSCc1ccc(C(=O)O)o1 | 5.7 | -2.2 | 8.1 | -11.2 | 22.9 | 6.6 | -12.5 | 12.4 | 13.4 | 5.7 | 9.4
COc1ccc(Cl)cc1S(=O)(=O)N1CCN(C)CC1 | 1.8 | 5.5 | 10.9 | -12.6 | -9.7 | 6.2 | -1.8 | 7.0 | -0.1 | -18.2 | /
CCc1ccc(C(=O)NNC(=O)c2ccc(=O)n(C)n2)cc1 | -2.6 | -0.5 | 9.4 | 8.8 | -22.2 | 4.0 | / | -1.7 | 1.5 | -16.0 | -3.5
COc1cc(/C=C/C(=O)O)cc(S(=O)(=O)Nc2cccc(S(=O)(=O)N3CCOCC3)c2)c1OC | 0.5 | -2.5 | -3.7 | -7.4 | / | 4.0 | -7.0 | 18.3 | -10.1 | -21.8 | 3.1
Cc1csc(C(=O)NCC(=O)NNC(=O)c2cccc(Cl)c2)c1 | 6.2 | 3.8 | 17.2 | 22.8 | 4.5 | 5.5 | / | -12.1 | 10.8 | -21.1 | -1.1
CCC(C(=O)NCCCc1ccccc1)c1ccccc1 (stereo unspecified) | -4.9 | 0.4 | 7.3 | 6.7 | 1.5 | 9.2 | -10.5 | -12.8 | -2.3 | 24.3 | -11.5
O=C(N/N=C/c1cccn1-c1ccccc1)c1ccncc1 | 5.4 | -1.6 | 11.5 | -26.0 | -7.0 | 15.1 | -6.7 | 14.5 | 0.9 | -24.8 | -0.4
O=C(NCCc1csc(-c2cccnc2)n1)c1ccccc1Br | -20.1 | 3.2 | -20.1 | 3.0 | -4.9 | -18.9 | -3.9 | 0.2 | -3.8 | -21.1 | -2.9
COc1cc(/C=C/C(=O)NCC2CCCCC2)cc(OC)c1OC | 0.6 | 2.5 | 7.2 | -26.6 | -2.1 | -2.0 | -2.2 | 1.5 | -9.3 | -0.8 | -3.1
O=C(CN1CCN(c2ccccc2F)CC1)N1CCc2ccccc21 | -22.1 | 4.7 | -37.5 | -14.2 | -6.4 | -19.8 | -2.8 | 7.9 | 19.9 | -56.4 | -1.5
O=C(O)CCCn1cc(NC(=O)COc2ccccc2[N+](=O)[O-])cn1 | 14.0 | 1.8 | 10.7 | 2.4 | 5.1 | 11.9 | -4.4 | -2.5 | 35.0 | -8.8 | -10.8
